High-throughput results: PubChem BioAssay, several laboratories
CSN deneddyl inh: inhibitors of human CSN-mediated cullin deneddylation. 360,000 compounds, 0.38% hits. Purified CSN, SCF-Nedd8-OG deneddylation, fluorescence polarization. AID 651999. Q92905. inhibition, % at 12.5 µM;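 active = pattern-corrected inhibition above about 35%, with an unprinted fluorescence ratio check between 0.5 and 1.5, limit read from the data, passing the limit was not always enough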;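 note: 0% = enzyme with substrate and 100% = substrate without enzyme; some results filed as inactive read as strong as hits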
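Material: human Csn5 produced in HEK293T cells; Input: enzyme 0.24 nM; Reagent: SCFSkp2-Nedd8OG substrate at 10 nM final; Dosing: 12.5 µM compound; Incubation: 90 min reaction at room temperature; Detection: fluorescence polarization of the substrate; Evaluation: % inhibition of substrate cleavage by Csn5; Control set: substrate-only high control, full reaction low control.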
LMPTP inh: LMPTP (human) inhibition. P24666. recombinant LMPTP-A, OMFP fluorogenic substrate, fluorescence intensity. inhibition, % at 20 µM. 360,000 compounds, 0.22% hits;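 active = compounds that cut the enzyme signal by at least half of the control window in the single-dose screen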;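 note: plate controls were DMSO wells with enzyme plus substrate for no effect and substrate without enzyme for full effect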
Target sequence (P24666 whole entry, looked up): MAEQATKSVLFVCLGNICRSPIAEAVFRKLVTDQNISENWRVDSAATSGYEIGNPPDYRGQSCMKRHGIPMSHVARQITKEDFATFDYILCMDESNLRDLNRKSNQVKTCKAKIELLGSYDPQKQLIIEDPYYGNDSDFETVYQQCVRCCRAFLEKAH
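material = LMPTP-A | quantity = 0.625 nM enzyme | reagent = OMFP substrate, 400 µM final | buffer or medium = Bis-Tris pH 6.0, DTT, detergent | detection = endpoint fluorescence intensity from OMFP dephosphorylation | dosing = single 20 µM dose | read-out basis = % inhibition relative to no-enzyme and uninhibited control wells | control set = no-enzyme and uninhibited controls | timing = 50 min at room temperature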
NadD inh: blocks S. aureus nicotinate mononucleotide adenylyltransferase. purified NadD enzyme, colorimetric absorbance read-out. inhibition, % at 20 µM. 360,000 compounds, 0.78% hits. AID 602399; in the data active = inhibition above about 26%; note: some compounds past the cut are filed as inactive
SUMO1 PPI mod: modulators of human SUMO1-mediated protein-protein interactions; inhibition, % at 20 µM; 360,000 compounds, 0.33% hits; SUMO1 binding to a labelled peptide, TR-FRET, 1 h; in the data active = inhibition above about 37%
Target sequence (P63165 whole entry, looked up): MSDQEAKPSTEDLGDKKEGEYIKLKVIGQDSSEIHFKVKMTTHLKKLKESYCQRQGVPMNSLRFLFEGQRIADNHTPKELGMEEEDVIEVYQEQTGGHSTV
STEP inh: inhibitors of human striatal-enriched phosphatase STEP; P54829; recombinant STEP, OMFP fluorogenic substrate, fluorescence; inhibition, % at 20 µM; 360,000 compounds, 0.25% hits; AID 588621;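 active = inhibition at 20 µM, scaled per plate between control wells, above about 37%, limit read from the data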;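 note: 0% = DMSO with enzyme and substrate and 100% = substrate only without enzyme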
Target sequence (P54829 whole entry, looked up): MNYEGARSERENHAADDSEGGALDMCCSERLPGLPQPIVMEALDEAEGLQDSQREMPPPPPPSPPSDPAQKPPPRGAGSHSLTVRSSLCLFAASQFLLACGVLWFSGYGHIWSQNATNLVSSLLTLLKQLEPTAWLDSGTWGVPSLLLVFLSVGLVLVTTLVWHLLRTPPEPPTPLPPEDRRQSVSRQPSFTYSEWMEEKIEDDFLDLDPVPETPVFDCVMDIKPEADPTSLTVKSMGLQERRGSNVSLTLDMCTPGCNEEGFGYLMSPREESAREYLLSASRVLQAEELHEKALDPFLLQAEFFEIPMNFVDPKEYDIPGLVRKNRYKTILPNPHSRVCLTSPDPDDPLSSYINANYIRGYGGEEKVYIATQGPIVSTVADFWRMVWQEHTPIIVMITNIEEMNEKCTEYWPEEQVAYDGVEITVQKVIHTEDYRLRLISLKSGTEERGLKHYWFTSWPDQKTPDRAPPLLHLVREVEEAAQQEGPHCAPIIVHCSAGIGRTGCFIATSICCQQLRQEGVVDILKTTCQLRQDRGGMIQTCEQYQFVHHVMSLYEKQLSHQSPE
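System: STEP (striatal-enriched tyrosine phosphatase) enzyme, cell-free; medium: Bis-Tris pH 6.0 buffer with DTT, detergent; dosing: 20 µM, 1% DMSO; times: reaction 20 min, ambient temperature; detection: fluorescence, 480/540 nm; read-out basis: normalized % inhibition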
Rpn11 block: blocks the human proteasome subunit Rpn11. O00487. human 26S proteasome, Ub4-pepOG fluorescence polarization; 20S core pre-blocked with epoxomicin. calls only at 20 µM. 360,000 compounds, 0.59% hits;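 active = inhibition at 20 µM, scaled to each plate's controls, above about 33%, limit read from the data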
Scp1 inh: blocks human Scp-1 phosphatase activity | inhibition, % at 20 µM | Q9GZU7 | AID 493091 | Recombinant Scp1, phosphopeptide, malachite green phosphate absorbance | 340,000 compounds, 0.88% hits;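 active = inhibition above about 50% at 20 µM, limit read from the data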;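 note: plate controls were DMSO wells with enzyme for no effect and wells lacking enzyme for full effect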
Target sequence (Q9GZU7 76-261 limits assumed): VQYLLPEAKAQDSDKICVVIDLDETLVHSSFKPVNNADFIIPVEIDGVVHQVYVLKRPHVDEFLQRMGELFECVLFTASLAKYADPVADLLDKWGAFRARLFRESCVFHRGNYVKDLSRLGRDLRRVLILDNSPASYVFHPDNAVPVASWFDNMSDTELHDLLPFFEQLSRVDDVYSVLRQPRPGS
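Test system: SCP-1 catalytic domain; Buffer or medium: Acidic Tris acetate buffer with magnesium and detergent; Also added: Phosphorylated 17-residue peptide substrate; Compound: single 20 µM dose, 1% DMSO; Schedule: enzyme reaction 45 min at room temperature, colour 5 min, stabilisation 30 min; Signal: Phosphate-binding colour reagent, absorbance read at 630 nm.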
PABP1 MLLE inh: blocks PAM2 peptide binding to the PABP1 MLLE domain; 360,000 compounds, 0.36% hits; GST-MLLE / FITC-PAM2 fluorescence polarization; inhibition, % at 20 µM; P11940; in the data active = inhibition above about 35%, passing the limit was not always enough;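 note: plate controls were DMSO wells with GST-MLLE for no effect and wells lacking GST-MLLE protein for full effect; some results filed as inactive read as strong as hits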
Tb MetRS inh: blocks T. brucei methionyl-tRNA synthetase activity | purified T. brucei MetRS, ATP depletion, Kinase-Glo luminescence | inhibition, % at 11.9 µM | 360,000 compounds, 0.4% hits;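 active = inhibition above a per-plate cutoff of the control wells' mean inhibition plus 3 SD, cut at about 5.5% in these data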;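 note: 0% = DMSO wells median and 100% = median of wells with control inhibitor compound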
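Material: parasite MetRS enzyme / Replication: singlicate, one well per compound / Signal: luminescence of leftover ATP / Schedule: 2 h aminoacylation at 25 °C after 15 min preincubation / Medium: HEPES-MgCl2-KCl buffer plus DTT, spermine, BSA, pyrophosphatase / Doses: 11.9 µM single point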
DNMT1 block: inhibitors of human DNMT1; AID 588458; inhibition (reported as % activation of signal), % at 10 µM; 360,000 compounds, 0.83% hits; DNMT1 molecular beacon, Hinp1I cleavage, fluorescence; in the data active = inhibition above about 50%
Active calls of the source: *; i = inactive; / = not tested or not shown.

SMILES | CSN deneddyl inh | LMPTP inh | NadD inh | SUMO1 PPI mod | STEP inh | Rpn11 block | Scp1 inh | PABP1 MLLE inh | Tb MetRS inh | DNMT1 block
Cc1ccc(C)c(NC(=O)CSc2nc(C)cc(C)c2C#N)c1 | 0 | -0.5 | -7 | -5 | -1 | i | -6 | -9 | -0.9 | 7
CCOC(=O)C1=C(C)NC(=O)/C1=C\N(C)C | -7 | -0.8 | 1 | -4 | -2 | i | -8 | 16 | -0.2 | -2
COC(=O)c1ccccc1SC1CC(=O)N(c2cccc(C)c2)C1=O (stereo not drawn) | 7 | 0.0 | -7 | 3 | -1 | i | -11 | 28 | 0.3 | -1
COc1ccccc1C(=O)N/C(=C\c1ccc(Br)cc1)C(=O)NCCO | 1 | -1.0 | 0 | -4 | -1 | i | -4 | 9 | -0.4 | -1
O=C(CN(Cc1ccccc1)C(=O)c1csnn1)NCc1ccc2c(c1)OCO2 | -1 | 0.4 | -3 | 4 | -2 | i | 8 | 18 | -1.0 | 3
CCOC(=O)N1CCN(c2ncnc3c2[nH]c2ccc(OC)cc23)CC1 | -4 | 1.1 | 2 | 7 | -9 | i | -3 | 11 | -1.3 | 0
COc1ccccc1/C=C/C(=O)NC(=S)Nc1ccccn1 | 1 | -0.5 | 5 | -7 | 2 | i | 9 | 18 | -0.2 | -2
CC1(c2ccc(OC(F)F)cc2)NC(=O)N(CC(=O)Nc2ccc3[nH]c(=O)[nH]c3c2)C1=O (stereo not drawn) | 1 | -1.5 | -3 | 4 | -1 | i | -1 | -17 | -0.4 | 2
CCOC(=O)N/N=C(\C)c1ccc(Br)cc1 | 2 | -2.3 | 3 | 0 | -2 | i | -8 | 0 | 0.3 | 0
CCCN(CCC)S(=O)(=O)c1cc2c3c(c1)CCN3C(=O)CC2 | 3 | -0.3 | -6 | 19 | 2 | i | 13 | 6 | -0.6 | 7
CC(C)=N/N=C1/NC(=O)C(Cc2ccccc2)S1 (stereo not drawn) | 1 | -1.0 | -1 | 6 | 0 | i | -5 | 5 | -0.4 | -4
CCOC(=O)c1ccc(NC(=O)c2ccc(NS(C)(=O)=O)cc2)cc1 | 5 | -0.4 | -4 | -1 | -1 | i | -12 | -9 | -0.7 | 3
CC(CC12CC3CC(CC(C3)C1)C2)NCc1ccccc1O (stereo not drawn) | 5 | 0.6 | -2 | 5 | -2 | i | 1 | -3 | -1.1 | 0
O=C(N/N=C/c1ccc2c(c1)OCO2)c1ccc(Br)o1 | 6 | 1.0 | 1 | -13 | 5 | i | 43 | -10 | -0.3 | 3
Oc1ccccc1CN1CCC(C(O)(c2ccccc2)c2ccccc2)CC1 | -5 | -0.9 | -6 | 0 | 0 | i | 5 | -1 | -0.4 | 2
O=C(NCC1CCCO1)c1cn(-c2ccccc2)nc1-c1ccccc1 (stereo not drawn) | 0 | 0.4 | 7 | -5 | 0 | i | -9 | -2 | -0.5 | -3
O=C1c2ccccc2NC2(CCCC2)N1O | -2 | -3.3 | 0 | 1 | -5 | i | -5 | 1 | -1.6 | 2
COc1ccc([N+](=O)[O-])cc1NC(=O)CSCc1ccccc1C | -8 | -0.5 | -19 | -18 | 3 | i | -12 | 29 | -0.1 | 8
CC(Sc1ccc2ccccc2c1)C(=O)NC(N)=O (stereo not drawn) | 1 | -1.0 | -7 | -3 | 0 | i | -12 | 17 | -0.3 | -2
CN1c2ccccc2Oc2nnc(Cl)cc21 | 6 | -0.2 | -5 | -10 | -2 | i | -5 | -3 | -0.3 | 6

Sorted by the number under CSN deneddyl inh (smallest number first): some entries from above.
| structure | CSN deneddyl inh | LMPTP inh | NadD inh | SUMO1 PPI mod | Rpn11 block | Scp1 inh | PABP1 MLLE inh | Tb MetRS inh | DNMT1 block |
| --- | --- | --- | --- | --- | --- | --- | --- | --- | --- |
| CCOC(=O)N1CCN(c2ncnc3c2[nH]c2ccc(OC)cc23)CC1 | -4 | 1.1 | 2 | 7 | i | -3 | 11 | -1.3 | 0 |
| COc1ccccc1/C=C/C(=O)NC(=S)Nc1ccccn1 | 1 | -0.5 | 5 | -7 | i | 9 | 18 | -0.2 | -2 |
| COC(=O)c1ccccc1SC1CC(=O)N(c2cccc(C)c2)C1=O (stereo not drawn) | 7 | 0.0 | -7 | 3 | i | -11 | 28 | 0.3 | -1 |

(cont.)
SMILES | CSN deneddyl inh | LMPTP inh | NadD inh | SUMO1 PPI mod | STEP inh | Rpn11 block | Scp1 inh | PABP1 MLLE inh | Tb MetRS inh | DNMT1 block
COc1ccccc1Nc1cc(C)nc2c(C)ccc([N+](=O)[O-])c12 | -6 | 1.6 | -3 | -16 | 2 | i | -3 | -12 | -0.8 | 4
COc1cc(CNCc2ccccn2)ccc1OCc1ccc(Cl)cc1Cl | 0 | 1.2 | 2 | 0 | 2 | i | 9 | 6 | 9.9* | -1
CCC(Oc1ccc(Br)cc1Cl)C(=O)Nc1nnc(C2CC2)s1 (stereo not drawn) | 4 | 3.5 | -3 | 5 | 0 | i | -7 | -7 | 0.8 | 0
CC1CCCCC1NC(=O)CSc1nnc(-c2ccccc2)n1N (stereo not drawn) | 0 | -1.3 | -2 | -2 | 2 | i | -3 | -11 | -1.1 | -3
Cc1nn(CC(=O)c2cccc(Cl)c2)c(C)c1[N+](=O)[O-] | 0 | 0.7 | 3 | -1 | -1 | i | -5 | -5 | 0.4 | -4
COc1ccc(OC)c(/C=N/NC(=O)c2ccncc2)c1 | 3 | -3.1 | -9 | -9 | -1 | i | -6 | 2 | -1.3 | 1
Cn1cccc1C(=O)NC(=O)COC(=O)CNC(=O)c1ccc(Cl)cc1Cl | 4 | 1.2 | 0 | 2 | -2 | i | -1 | 2 | -0.2 | -2
Cn1cnnc1SCC(=O)Nc1ccc(S(=O)(=O)N2CCCC2)cc1 | 4 | -2.0 | -1 | -2 | 0 | i | -8 | 1 | -0.5 | 9
CC1(c2nnc(-c3ccc(Cl)cc3)o2)CC(c2cccnc2)=NO1 (stereo not drawn) | -2 | -3.6 | 0 | 1 | -3 | i | -12 | -15 | -0.5 | 12
CC(C)c1nnc(NC(=O)c2cccs2)s1 | 10 | -2.9 | 0 | 3 | -5 | i | -6 | 6 | -0.9 | -2
S=C(NCCc1ccccc1)NC1CCC(NC(=S)NCCc2ccccc2)CC1 (stereo not drawn) | -3 | 0.7 | 3 | 2 | 0 | i | -5 | -75 | -0.6 | 9
COc1ccccc1NC(=O)Cc1nnc(SCC(=O)NC2CCCCC2)n1C | -2 | -1.0 | -4 | -4 | -4 | i | -9 | 6 | -0.2 | 1
N/C(Cc1ccc(Cl)cc1Cl)=N\OC(=O)c1cccs1 | -6 | 0.4 | -1 | 0 | 0 | i | -11 | -15 | 0.1 | 0
Cc1cc(Cl)ccc1OCC(=O)OCC(=O)N(CC(C)C)c1c(N)n(Cc2ccccc2)c(=O)[nH]c1=O | 4 | -2.1 | 2 | 1 | -2 | i | -7 | -4 | -0.1 | 1
O=C(NC1=NCCS1)c1ccccc1Br | -4 | 0.5 | -3 | 1 | -2 | i | -3 | -8 | -1.3 | 2
Cc1nc2c(-c3ccc(F)cc3)c(C)nn2c(C)c1CCC(=O)Nc1ccccc1 | 0 | 1.0 | -2 | 10 | 0 | i | -11 | -12 | -0.8 | -2
Clc1ccc(N/N=C/c2cccs2)nn1 | 6 | 0.2 | 7 | -6 | 3 | i | -4 | -21 | 0.9 | -5
Cc1ccc(S(=O)(=O)NCC(=O)OCC(=O)NC(=O)c2cccn2C)cc1 | -3 | -0.3 | -2 | 1 | -2 | i | -8 | -10 | -0.2 | -9
Cc1ccc(CNC(=O)C2CC(=O)N(c3ccc(OCC(=O)N4CCCC4)cc3)C2)cc1 (stereo not drawn) | 2 | 0.3 | 0 | 0 | 0 | i | 0 | -10 | -0.4 | 3
O=C(Nc1nc(-c2ccccn2)cs1)c1cc2ccccc2o1 | 6 | 3.5 | 8 | 4 | -2 | i | -4 | -20 | -0.4 | -1
Cc1ccc(NC(=O)c2nc[nH]c2C(=O)NCCCCNC(=O)c2[nH]cnc2C(=O)Nc2ccc(C)cc2)cc1 | 0 | 1.6 | 27 | 3 | -4 | i | -9 | -12 | -0.2 | 89*
Cn1c(CCN2CCOCC2)nc2cc(NC(=O)c3cccs3)ccc21 | 4 | 14 | -4 | -1 | 0 | i | 4 | -2 | -0.8 | 0
CC(C(=O)NCC1CCCCC1)N1CCc2ccccc2C1 (stereo not drawn) | -3 | -0.5 | -5 | -5 | -5 | i | -6 | 0 | -0.6 | 1
CCC(=O)N1CCCC(C)(C(=O)Nc2ccc3scnc3c2)C1 (stereo not drawn) | -1 | 0.2 | -1 | 1 | 0 | i | / | -10 | -0.3 | -3
Cc1nc([N+](=O)[O-])c(Br)n1Cc1ccccc1 | 2 | -1.2 | -1 | -20 | 0 | i | -7 | -29 | 0.3 | 4
O=c1oc(/C=C/c2ccccc2)nc2sc3c(c12)CCC3 | 4 | -2.5 | 5 | -3 | 1 | / | -7 | -60 | -0.9 | 10
Cc1[nH]c(=S)c(C#N)c(-c2ccco2)c1C(=O)N(C)C | 6 | -0.8 | 6 | 6 | 4 | i | 0 | 16 | 1.0 | 6
CCOC(=O)/C(C#N)=C\c1c(C)cc(C)c(COC(C)=O)c1C | 0 | -0.9 | 0 | 0 | -2 | i | -6 | 6 | 0.8 | 3
Cc1ccc(OCC(=O)Nc2cccc(-c3nnc(-c4ccccc4)o3)c2)cc1 | 1 | -0.3 | -10 | -2 | 2 | i | -1 | 1 | -1.2 | -7
Cc1noc(C)c1COC(=O)C1COc2ccccc2O1 (stereo not drawn) | 4 | -1.6 | -6 | -1 | 2 | i | -2 | 1 | 0.0 | -3
OC(c1ccccc1)C1CN(Cc2ccccc2)CCC1(O)c1ccccc1 (stereo not drawn) | 3 | 0.4 | 2 | -2 | 3 | i | 5 | 4 | -0.4 | -3
COc1cc(/C=N/NC(=O)CCC(=O)Nc2ccc(F)cc2)ccc1O | -2 | 0.0 | -7 | -10 | -5 | i | -9 | 6 | -0.4 | -2
O=C1C2C3C=CC(C3)C2C(=O)N1c1ncn[nH]1 (stereo not drawn) | -4 | -0.7 | 10 | 6 | 6 | i | 47 | 16 | -1.0 | 42
